LGR2 inh – blocks bursicon-induced cAMP signaling via Drosophila LGR2; 0.35% of 380,000 active; inhibition, % at 9.99 µM; HEK293 LGR2, CRE-luciferase, bursicon-stimulated, 4 h;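 active = drop in luminescence signal, shown as inhibition above about 50% in the replicate tests, limit read from the data, passing the limit was not always enough; inconclusive = probably only some replicates passing the limit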;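 also: agonist challenge used bursicon conditioned medium at about half maximal strength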
SIRT5 block – sirtuin-5 (human) deacylase inhibition; Purified SirT5, succinyl-peptide AMC, trypsin-coupled fluorescence; 1.1% of 330,000 active; AID 652115; inhibition, % at 15 µM; Q9NXA8; in the data active = inhibition above about 15%; inconclusive = no clear call, values can overlap the other calls
Target sequence (Q9NXA8 whole entry, looked up): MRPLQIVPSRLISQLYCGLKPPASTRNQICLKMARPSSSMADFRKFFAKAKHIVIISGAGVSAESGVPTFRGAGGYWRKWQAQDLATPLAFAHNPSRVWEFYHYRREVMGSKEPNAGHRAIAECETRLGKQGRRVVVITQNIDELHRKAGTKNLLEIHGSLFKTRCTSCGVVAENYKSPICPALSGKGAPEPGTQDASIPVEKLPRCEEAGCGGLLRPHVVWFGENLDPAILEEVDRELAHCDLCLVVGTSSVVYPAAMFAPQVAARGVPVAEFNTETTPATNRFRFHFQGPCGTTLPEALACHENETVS
DENV2 CPE – inhibitors of DENV2 cytopathic effect; DENV2-infected cells, cytopathic effect rescue, plate reader; CPE inhibition, % at 9.99 µM; 1.7% of 350,000 active; AID 651640; in the data active = CPE inhibition above about 20%, passing the limit was not always enough; inconclusive = no clear call, values can overlap the other calls; tested in BHK-21 cells;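 also: 0% = median of neutral control wells and 100% = median of positive control wells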
EWS-Fli inh – inhibitors of EWS/Fli oncoprotein transcriptional activity; A673 NR0B1-luciferase reporter, viability-normalised; inhibition, % at 12.6 µM; 0.67% of 350,000 active;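 active = mean inhibition of at least 50% after viability correction, with every replicate also passing that limit; inconclusive = mean reaches 50% but only one of two replicates passes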;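 also: firefly luciferase signal divided by Alamar Blue viability fluorescence both relative to DMSO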
PAX8 reporter – PAX8 transcriptional activity inhibition | inhibition, % at 12.6 µM | RMG-I TPO-luciferase reporter, SteadyGlo, 24 h | 1.2% of 360,000 active;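 active = mean replicate inhibition at least 60% with every replicate also reaching 60%; inconclusive = only one of the two criteria is met; inactive = mean below 60% and not all replicates reaching 60%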;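 also: luciferase light reporting Pax8 driven TPO promoter activity; plate controls were median of neutral control wells for no effect and mitoxantrone controls for full effect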
ARNT-TACC3 inh – disruptors of human ARNT/TACC3 interaction; AlphaScreen His-ARNT PAS-B/GST-TACC3 binding, luminescence; TACC3 fragment carries E629A point mutation; 0.66% of 390,000 active; inhibition, % at 9.99 µM; AID 623870;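 active = mean inhibition of replicates at least 50% and at least half of replicates each reaching 50%; inconclusive = half or more replicates reach 50% but mean below 50%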;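 also: 0% = complete ARNT plus TACC3 wells and 100% = ARNT alone without TACC3; many hits fall short of the cut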
Casp6 inh – blocks human caspase-6 cleavage activity; P55212; purified caspase-6, Z-VEID-R110 cleavage fluorescence; inhibition, % at 12.5 µM; 0.53% of 350,000 active;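 active = mean inhibition across replicates at least about 35%, with every replicate also reaching that limit, limit read from the data; inconclusive = only one of the two criteria met; inactive = neither criterion met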;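 also: 0% = median of neutral control wells and 100% = no fluorescence left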
Target sequence (P55212 24-179 limits assumed): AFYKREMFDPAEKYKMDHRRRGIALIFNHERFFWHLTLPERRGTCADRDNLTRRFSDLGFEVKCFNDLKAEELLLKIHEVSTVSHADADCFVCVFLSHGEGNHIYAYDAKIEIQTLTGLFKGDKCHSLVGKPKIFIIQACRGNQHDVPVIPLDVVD
Target sequence (P55212 194-293 limits assumed): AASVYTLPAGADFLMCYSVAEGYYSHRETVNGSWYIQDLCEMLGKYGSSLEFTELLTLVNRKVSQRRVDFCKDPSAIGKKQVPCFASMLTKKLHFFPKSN
* hit, by the source's call; ? = inconclusive; · = not tested or not shown.

SMILES	LGR2 inh	SIRT5 block	DENV2 CPE	EWS-Fli inh	PAX8 reporter	ARNT-TACC3 inh	Casp6 inh
CCOC(=O)C1(C)CCCCN1C(=O)c1ccc(F)c(C)c1 (stereo unspecified)	-7	-6	-5	12	-4	·	-2
O=C(/C=C/c1ccc(Cl)cc1)N1CCN(c2ccc([N+](=O)[O-])c(N3CCOCC3)c2)CC1	30	·	·	·	23	9	·
C/C(=N\Nc1ccc(Cl)c(C(=O)O)c1)c1ccc[nH]1	8	24*	2	-2	-71	5	1
O=C(NCC(c1cccs1)N1CCOCC1)c1ccc([N+](=O)[O-])cc1 (stereo unspecified)	-3	·	·	·	23	-5	·
C[C@H]1CN([C@@H](C)CO)C(=O)c2cccc(NC(=O)c3nc4ccccc4s3)c2O[C@H]1CN(C)CC1CCCCC1	-12	14	-11	2	·	-1	-2
CC(C(=O)OCC(=O)N1CCCCC1)N1C(=O)c2ccccc2C1=O (stereo unspecified)	10	-1	?	-2	-3	-5	0
CCOc1ccc(CCNC(=O)COn2nnc3ccc(S(=O)(=O)N4CCOCC4)cc32)cc1OCC	4	3	-2	-2	17	4	-2
N#Cc1ccc(N2CCCNCC2)nc1	10	1	5	6	-10	7	-19
O=C(N/N=C/c1ccco1)c1ccc(NC(=O)C2CCCCC2)cc1	-14	-1	1	·	-8	1	0
Cc1cccc(C(=O)Nc2cccc(-c3ccc4nncn4n3)c2)c1	3	-3	-1	-1	5	2	0
CCN(CC)CC(O)CN1C(=O)NC(C)(C)C1=O (stereo unspecified)	13	-4	2	-6	-7	22	0
COc1ccccc1C(=O)N1C[C@@H]2[C@H](c3ccccc31)[C@H](CO)N2C(=O)Cc1cccnc1	4	5	-3	12	-62	-2	3
O=C(COc1ccccc1Cl)Nc1ccc2c(c1)OCO2	-83	6	5	0	-42	-6	-2
CC(CNCCCn1cnc2c(OCc3ccccc3)ncnc21)c1ccccc1 (stereo unspecified)	-8	-2	5	-7	-1	7	-2
CCOC(=O)c1c(-c2ccc(OC)cc2)csc1NC(=O)CCN1CCOCC1	-5	-4	-3	9	17	9	-3
COc1cc(NC(=O)CSc2nnc(-c3ccncc3)o2)cc(OC)c1OC	-7	0	·	·	-17	-3	1
Cc1ccc(-c2ccc([C@H]3[C@@H](CO)N4CCCCN(S(=O)(=O)c5ccccc5C)C[C@@H]34)cc2)cc1	32	7	-15	0	-20	12	-1
CN(C)C(=O)C[C@H]1CC[C@H]2[C@@H](COC[C@H](O)CN2CC2CCCCC2)O1	-14	-1	10	-5	0	-3	0
COc1ccc(C(=O)Nc2nc3ccc4nc(C)sc4c3s2)cc1	8	-3	1	-12	0	-3	-1
CCOC(=O)C1CCCN(C(=O)c2ccccc2[N+](=O)[O-])C1 (stereo unspecified)	-3	11	-3	4	-13	-7	3
Fc1ccc2cnc(C3=CCCCC3)cc2c1	·	1	-2	-104	-211	6	0
C[C@H](CO)N1C[C@H](C)[C@@H](CN(C)C(=O)c2ccc(F)cc2)Oc2ncc(C3=CCCC3)cc2C1=O	-7	-18	-5	3	8	1	-4
C[C@H](CO)N1C[C@H](C)[C@@H](CN(C)C(=O)Nc2ccccc2)Oc2ccc(NS(=O)(=O)c3ccc(Cl)cc3)cc2CC1=O	0	-3	58*	-13	1	-14	-1
O=C(NCC[C@@H]1CC[C@H](NC(=O)c2cnccn2)[C@H](CO)O1)Nc1ccc(F)cc1	-6	12	-9	-4	-13	-9	1
CCOC(=O)c1sc(N2C(=O)C(O)=C(C(=O)c3ccc(C)o3)C2c2ccc(OC)c(OC)c2)nc1C (stereo unspecified)	-4	3	?	·	-7	20	13
Cc1cc(C)n(NC(=S)NC2CCCC2)c(=O)c1C#N	-4	-2	-2	-11	-2	-4	0
COc1ccc(S(=O)(=O)NCC(=O)NC2CC2)cc1OC	8	1	5	12	8	10	16
Cn1c(=O)c2c(nc(Sc3ncnn3CC(=O)NC3CCCCC3)n2C)n(C)c1=O	14	2	2	5	17	-27	-4
C[C@@H](O)C#Cc1ccc2c(c1)O[C@@H](CN(C)CC1CCOCC1)[C@@H](C)CN([C@@H](C)CO)S2(=O)=O	6	2	-1	-2	15	-7	0
CCC1=C(OC(=O)N(CC)CC)N2C(=O)OC(=NCC(=O)OC)[C@]2(C)[C@H]2C1=CC[C@H]1C(=O)N(CC)C(=O)[C@H]12	-5	-1	-7	-8	0	-1	0
CO[C@@H]1CN(C)C(=O)c2cc(NS(=O)(=O)c3ccccc3F)ccc2OC[C@@H](C)NC[C@H]1C	0	-5	-9	5	·	11	-1
CC(=O)N(Cc1ccc(F)cc1)Cc1nc2ccccc2c(=O)[nH]1	·	-6	0	-2	-2	-4	-2
c1ccc(CN2CCCC3(CCCN(Cc4nc(COc5ccccc5)no4)C3)C2)cc1 (stereo unspecified)	-6	·	·	·	19	-5	·
O=C(C[C@H]1CC[C@H]2[C@@H](COC[C@@H](O)CN2S(=O)(=O)c2cccc(F)c2)O1)NCc1ccncn1	10	6	?	2	-21	-12	-2
CSc1nnc(NC(=O)c2cc(=O)c3cc(C)cc(C)c3o2)s1	·	-2	-1	7	20	-6	-2
C[C@@H]1CCCCO[C@@H](CN(C)C(=O)Nc2ccc3c(c2)OCO3)[C@H](C)CN([C@H](C)CO)C(=O)c2cc(NS(=O)(=O)c3cn(C)cn3)ccc2O1	-2	2	3	0	·	10	-1
O=C(CSc1nncs1)NNC(=O)c1ccccc1Br	2	6	8	6	·	-1	0
CC(C)C(=O)Nc1ccc2c(c1)C(=O)N(C)[C@H]1CC[C@H](CC(=O)NC3CCCC3)O[C@H]1CO2	12	-3	-9	-3	-10	-1	0
Cc1nn(Cc2ccc(F)cc2)c2sc(C(=O)Nc3ccc(N4CCOCC4)cc3N3CCOCC3)cc12	35	·	-11	6	58	-1	3
COc1ccccc1C1SCCN1S(=O)(=O)c1ccccc1 (stereo unspecified)	0	·	?	6	0	·	1

Part of the list above in order of formula weight, descending.
SMILES	LGR2 inh	SIRT5 block	DENV2 CPE	EWS-Fli inh	PAX8 reporter	ARNT-TACC3 inh	Casp6 inh
C[C@@H]1CCCCO[C@@H](CN(C)C(=O)Nc2ccc3c(c2)OCO3)[C@H](C)CN([C@H](C)CO)C(=O)c2cc(NS(=O)(=O)c3cn(C)cn3)ccc2O1	-2	2	3	0	·	10	-1
C[C@H](CO)N1C[C@H](C)[C@@H](CN(C)C(=O)Nc2ccccc2)Oc2ccc(NS(=O)(=O)c3ccc(Cl)cc3)cc2CC1=O	0	-3	58*	-13	1	-14	-1
Cc1nn(Cc2ccc(F)cc2)c2sc(C(=O)Nc3ccc(N4CCOCC4)cc3N3CCOCC3)cc12	35	·	-11	6	58	-1	3
CCC1=C(OC(=O)N(CC)CC)N2C(=O)OC(=NCC(=O)OC)[C@]2(C)[C@H]2C1=CC[C@H]1C(=O)N(CC)C(=O)[C@H]12	-5	-1	-7	-8	0	-1	0
CCOC(=O)c1sc(N2C(=O)C(O)=C(C(=O)c3ccc(C)o3)C2c2ccc(OC)c(OC)c2)nc1C (stereo unspecified)	-4	3	?	·	-7	20	13
C[C@H](CO)N1C[C@H](C)[C@@H](CN(C)C(=O)c2ccc(F)cc2)Oc2ncc(C3=CCCC3)cc2C1=O	-7	-18	-5	3	8	1	-4
CC(C)C(=O)Nc1ccc2c(c1)C(=O)N(C)[C@H]1CC[C@H](CC(=O)NC3CCCC3)O[C@H]1CO2	12	-3	-9	-3	-10	-1	0
c1ccc(CN2CCCC3(CCCN(Cc4nc(COc5ccccc5)no4)C3)C2)cc1 (stereo unspecified)	-6	·	·	·	19	-5	·
O=C(NCC[C@@H]1CC[C@H](NC(=O)c2cnccn2)[C@H](CO)O1)Nc1ccc(F)cc1	-6	12	-9	-4	-13	-9	1
CSc1nnc(NC(=O)c2cc(=O)c3cc(C)cc(C)c3o2)s1	·	-2	-1	7	20	-6	-2
COc1ccccc1C1SCCN1S(=O)(=O)c1ccccc1 (stereo unspecified)	0	·	?	6	0	·	1
COc1ccc(S(=O)(=O)NCC(=O)NC2CC2)cc1OC	8	1	5	12	8	10	16
Cc1cc(C)n(NC(=S)NC2CCCC2)c(=O)c1C#N	-4	-2	-2	-11	-2	-4	0
Fc1ccc2cnc(C3=CCCCC3)cc2c1	·	1	-2	-104	-211	6	0

Additional structures
SMILES	LGR2 inh	SIRT5 block	DENV2 CPE	EWS-Fli inh	PAX8 reporter	ARNT-TACC3 inh	Casp6 inh
Cc1ccccc1C1c2[nH]c3ccccc3c2CCN1CCCn1cccn1 (stereo unspecified)	1	-5	·	22	33	-2	1
CCOC(=O)C1(CC2CC2)CCN(Cc2cnc(-c3ccccc3C)nc2)CC1	13	0	5	2	12	·	-4
O=C(Nc1ccccc1F)N1C[C@@H]2[C@H](c3ccccc31)[C@@H](CO)N2C(=O)c1ccccc1F	-9	4	8	-26	-60	2	-1
CCc1cccc(C)c1NC(=O)CN(C)Cc1ccc(Br)cc1	8	-4	1	4	2	-2	6
O=C(O)CSC1CC(=O)N(c2ccc(Br)cc2)C1=O (stereo unspecified)	14	0	1	3	3	0	-2
O=C(Cn1ccc([N+](=O)[O-])n1)NCc1ccccc1	10	-1	-3	-7	2	-1	-1
Cc1ccc(S(=O)(=O)N2C[C@H]3[C@H]4C(=O)N(C)C(=O)[C@H]4CC(=O)[C@H]3[C@@H]2c2ccccc2F)cc1	·	-2	-1	-5	-12	·	2
CCOCCc1nnc(NC(=O)Cc2ccc(Br)cc2)s1	-13	-2	0	3	·	5	-2
CC(C)CC#Cc1ccc2c(c1)O[C@@H](CN(C)Cc1ccccc1F)[C@@H](C)CN([C@H](C)CO)S2(=O)=O	9	1	14	27	·	-1	1
COc1ccc(S(=O)(=O)c2c(O)cc(C)c(NS(=O)(=O)c3ccccc3)c2C)cc1	16	-3	?	14	-12	-7	3
CCOC(=O)c1nn(-c2ccc([N+](=O)[O-])cc2)cc1O	2	3	1	-11	-87	-3	-1
COc1ccc(-c2coc3c(C(=O)NCC(C)C)cccc23)c(C)c1	4	-1	-6	-16	5	·	1
CC(OC(=O)c1cc(=O)[nH]c2ccccc12)C(=O)NCc1ccccc1 (stereo unspecified)	-2	-4	-3	7	·	-5	1
O=C(CSc1nnnn1Cc1ccccc1)NC1CCCCC1	-3	1	7	-3	-11	-4	0
COc1ccc(NC(=O)N(C)C[C@H]2Oc3ccc(NC(=O)Cn4cnnn4)cc3CC(=O)N([C@H](C)CO)C[C@H]2C)cc1	-5	4	-13	-5	-42	-50	1
CC(=O)c1c(C)[nH]c(C(=O)NC2CCSc3ccccc32)c1C (stereo unspecified)	-3	-11	9	-3	-4	2	5
COc1cccc(NC(=O)N2C[C@@H](O)COC[C@@H]3O[C@H](CC(=O)NC4CCC4)CC[C@H]32)c1	1	-1	17	3	-13	·	4
COc1cc(CNc2ccc3[nH]c(=O)[nH]c3c2)ccc1OCc1ccccc1	-31	0	1	-77	-55	10	2
O=C1NCC(Nc2ccccc2Cl)C(=O)N1 (stereo unspecified)	7	·	?	2	9	-2	-4
C[C@H](CO)N1C[C@H](C)[C@H](CN(C)Cc2ccc3cccnc3c2)OCc2cn(nn2)CCCC1=O	-18	·	·	1	-10	·	·
CCC(=O)N(C)C[C@@H]1Oc2cc(-c3cccc(OC)c3)ccc2S(=O)(=O)N([C@@H](C)CO)C[C@H]1C	-37	0	-8	-2	·	-10	0

Assay outcomes from PubChem.
